Screening data as filed in PubChem BioAssay.
CHRM1 PAM – human M1 muscarinic receptor positive allosteric modulators, primary screen, CHO-K1 cells, Fluo-8 calcium fluorescence, 1536-well; CHO-K1 hM1, ACh EC20; 0% = ACh EC20, 100% = maximal ACh; activation, % at 3 µM; hit rate 0.088% among 360,000; in the data active = activation above about 19%, passing the limit was not always enough
Target sequence (P11229 whole entry, looked up): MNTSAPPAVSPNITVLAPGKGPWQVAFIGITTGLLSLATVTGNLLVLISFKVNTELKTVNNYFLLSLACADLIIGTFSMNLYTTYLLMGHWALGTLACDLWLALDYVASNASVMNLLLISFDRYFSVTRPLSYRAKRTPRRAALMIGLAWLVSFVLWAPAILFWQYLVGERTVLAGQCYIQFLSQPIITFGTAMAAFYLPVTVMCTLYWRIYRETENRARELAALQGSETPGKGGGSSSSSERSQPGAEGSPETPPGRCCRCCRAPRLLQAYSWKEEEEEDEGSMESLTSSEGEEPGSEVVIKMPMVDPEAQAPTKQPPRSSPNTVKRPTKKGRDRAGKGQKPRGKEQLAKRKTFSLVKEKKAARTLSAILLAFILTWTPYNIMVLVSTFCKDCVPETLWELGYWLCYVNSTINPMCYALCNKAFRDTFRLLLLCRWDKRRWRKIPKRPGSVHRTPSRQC
CHRM5 PAM – human M5 muscarinic receptor positive allosteric modulators, primary screen, CHO-K1 cells, Fluo-8 calcium fluorescence; activation, % at 3 µM; hit rate 0.3% among 360,000; CHO-K1 hM5, ACh EC20 PAM; 0% = ACh EC20, 100% = ACh EC100; Muscarinic acetylcholine receptor M5 (Homo sapiens), P08912;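 active = activation above the run cutoff, the mean activation of all test compounds plus 3 SD, cut at about 18% in these data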
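system = human M5 receptor in CHO-K1 cells | compound = one concentration, 3 µM final (nominal) | schedule = Post-acetylcholine fluorescence recording 140 s | signal = Fluo-8 calcium dye fluorescence, kinetic read | benchmarks = low control EC20 acetylcholine (0%), high control EC100 acetylcholine (100%) | repeats = singlicate, one well per test compound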
CHRM1 antagonist – human M1 muscarinic receptor antagonists, primary screen, CHO-K1 cells, Fluo-8 calcium fluorescence, 1536-well; Muscarinic acetylcholine receptor M1 (Homo sapiens), P11229; CHO-K1 hM1, ACh EC80 antagonist; inhibition, % at 3 µM; hit rate 1.3% among 360,000; AID 588852, 2011;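 active = percent inhibition above its own plate's cutoff, namely the mean of that plate's compound wells plus 3 SD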;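 note: peak over basal fluorescence ratio during 140 s after agonist addition; 0% = ACh EC80 plus DMSO and 100% = DMSO alone without agonist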
M5 antag – human M5 muscarinic receptor antagonists, primary screen, CHO cells, Fluo-8 calcium fluorescence; Muscarinic acetylcholine receptor M5 (Homo sapiens), P08912; CHO-hM5 cells, ACh EC80; inhibition, % at 3 µM; hit rate 0.59% among 360,000; AID 624040, 2012;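 active = inhibition above a per-plate cutoff, the mean of that plate's test compounds plus 3 SD, cut at about 27% in these data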;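 note: 0% = acetylcholine EC80 with DMSO and 100% = DMSO without agonist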
M5 ag – human M5 muscarinic receptor agonists, primary screen, CHO-K1 cells, Fluo-8 calcium fluorescence. Muscarinic acetylcholine receptor M5 (Homo sapiens), P08912. AID 624037, 2012. activation, % at 3 µM. hit rate 0.19% among 360,000. CHO-K1 hM5 cells; 0% DMSO wells, 100% maximal acetylcholine response;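 active = activation above the run's mean over test compounds plus 3 SD, cut at about 23% in these data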;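 note: signal is peak over basal fluorescence ratio across the kinetic read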
CHRM4 agonist – human M4 muscarinic receptor agonists, primary screen, CHO-K1 cells, Fluo-8 calcium fluorescence; Muscarinic acetylcholine receptor M4 (Homo sapiens), P08173; CHO-K1 hM4/Gqi5; vehicle 0%, full acetylcholine response 100%; activation, % at 3 µM; hit rate 0.14% among 360,000;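 active = activation above the run mean over all test wells plus 3 SD, cut at about 32% in these data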;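 note: peak over basal fluorescence ratio per well then scaled between controls; 0% = DMSO wells and 100% = acetylcholine at EC100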
Target sequence (P08173 whole entry, looked up): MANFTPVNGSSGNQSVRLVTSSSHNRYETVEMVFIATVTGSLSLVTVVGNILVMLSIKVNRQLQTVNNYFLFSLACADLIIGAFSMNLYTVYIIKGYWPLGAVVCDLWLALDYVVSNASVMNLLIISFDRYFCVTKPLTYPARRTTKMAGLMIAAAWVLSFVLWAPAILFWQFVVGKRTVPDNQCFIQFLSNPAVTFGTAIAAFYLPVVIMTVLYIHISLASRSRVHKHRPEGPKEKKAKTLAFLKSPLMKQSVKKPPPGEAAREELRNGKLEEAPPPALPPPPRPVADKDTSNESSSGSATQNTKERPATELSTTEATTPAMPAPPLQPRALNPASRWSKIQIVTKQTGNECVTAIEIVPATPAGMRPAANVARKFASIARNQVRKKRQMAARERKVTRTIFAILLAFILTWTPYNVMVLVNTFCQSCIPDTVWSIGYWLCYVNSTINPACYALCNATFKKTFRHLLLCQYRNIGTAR
CHRM4 PAM – human M4 muscarinic receptor positive allosteric modulators, primary screen, CHO-K1 cells, Fluo-8 calcium fluorescence; hit rate 0.4% among 360,000; Muscarinic acetylcholine receptor M4 (Homo sapiens), P08173; activation, % at 3 µM; CHO-K1 hM4/Gqi5, ACh EC20; 0% = ACh EC20, 100% = maximal ACh;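 active = activation above its plate's cutoff, the mean activation of sample wells plus 3 SD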; note: some results filed as inactive read as strong as hits
CHRM4 antagonist – human M4 muscarinic receptor antagonists, primary screen, CHO cells, Fluo-8 calcium fluorescence; Muscarinic acetylcholine receptor M4 (Homo sapiens), P08173; CHO-hM4 cells, ACh EC80; inhibition, % at 3 µM; hit rate 0.73% among 360,000; AID 624125, 2012;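 active = inhibition above its plate's cutoff, the mean inhibition of sample wells plus 3 SD, cut at about 27% in these data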;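 note: 0% = acetylcholine EC80 with DMSO and 100% = DMSO without agonist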
CRFBP-R2 agonist – agonists of CRF-BP/CRF-R2 complex, primary screen, cell-based, HEK293, calcium dye fluorescence, uHTS; CRF-binding protein / CRF receptor 2 complex (human); calcium dye fluorescence (FLIPR); percent of saturating CRF peptide response; activation, % at 13.2 µM; hit rate 0.46% among 350,000; AID 588473, 2011;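 active = activation of at least 50%, plus an integration ratio under a set limit after plate pattern correction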;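 note: plate controls were neutral control wells without compound for no effect and CRF at EC100 for full effect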
Numbers without * were called inactive; nt = no result given.

SMILES | CHRM1 PAM | CHRM5 PAM | CHRM1 antagonist | M5 antag | M5 ag | CHRM4 agonist | CHRM4 PAM | CHRM4 antagonist | CRFBP-R2 agonist
COc1cccc(-c2csc(N3CCN(CC(=O)NNC(=O)c4ccco4)CC3)n2)c1 | 11 | -8 | -6 | 7 | 0 | 3 | -7 | 12 | -0.6
Cc1ccc(CC2CC(=O)N(c3ncccn3)C2=O)cc1 (stereo not given) | 9 | 0 | -14 | -2 | 7 | 0 | 3 | -10 | 0.2
COCc1cccc(NC(=O)Cc2cccc3ccccc23)c1 | -3 | 3 | -5 | -3 | -4 | 1 | 1 | 0 | 0.0
COc1ccc(NS(=O)(=O)c2ccc(N3CCOCC3)c(NC(=O)c3ccc(OC)cc3)c2)cc1 | 0 | -6 | 3 | 6 | -1 | 2 | 3 | -8 | 2.5
CN1CCCCCC1C(=O)N1CCC(N2CCC(C(=O)N3CCOCC3)CC2)CC1 (stereo not given) | 13 | 5 | -19 | -4 | 5 | 1 | 1 | -10 | 0.7
CC1CCC(NC(=O)c2ccc(-n3cncn3)c([N+](=O)[O-])c2)CC1 (stereo not given) | 4 | 1 | -6 | -1 | 0 | 4 | 14 | 5 | -0.5
O=C(NC1CCCC1)C(c1ccccc1)N(Cc1ccc2c(c1)OCO2)C(=O)Cc1cccs1 (stereo not given) | -8 | -28 | 7 | 0 | -7 | 9 | -3 | -6 | -1.4
C=CCONC(=O)Cc1ccccc1 | 7 | -1 | 5 | -7 | 1 | 0 | 9 | -8 | -2.7
CCOC(=O)c1nn(-c2ccc(C)cc2)c(=O)cc1OCC(=O)Nc1cc(C)ccc1OC | 13 | 10 | -13 | -11 | 0 | -1 | -2 | -14 | 0.4
Cc1ccccc1NC(=O)CN1C(=O)c2ccccc2C1=O | 13 | 2 | -12 | 8 | -1 | 0 | 5 | -8 | -2.6
COc1ccc(-n2cnc3cc(C(=O)NC4CCCC4)ccc32)cc1 | 14 | -2 | -7 | 3 | -4 | 1 | 2 | 5 | -2.5
CCOC(=O)Cc1nn(Cc2nc(-c3ccc(C)cc3)cs2)c(=O)c2ccccc12 | 7 | 4 | -8 | -5 | -3 | 0 | -4 | -4 | 1.4
O=C(Nc1cccc(NC(=O)c2cccs2)c1)c1ccc(Br)cc1 | -8 | -7 | 8 | 11 | -6 | 14 | -8 | 0 | 0.7
C[C@@H]1CN([C@@H](C)CO)C(=O)CCCn2nncc2CO[C@H]1CN(C)S(=O)(=O)c1cccs1 | 3 | 3 | -9 | -8 | 1 | 1 | -3 | -1 | 0.5
COc1ccc(CN(C)C2c3ccccc3-c3ccccc32)cc1 | 6 | 2 | -8 | 3 | 0 | -1 | 1 | -6 | 3.3
CCn1ncc(C(=O)Nc2ccc(F)cc2)c1C | 4 | 4 | -9 | 7 | 2 | 1 | -6 | 0 | 0.1
COC(=O)C1CCN(C(=O)c2cc3c(=O)n4cccc(C)c4nc3n2Cc2ccccc2)CC1 | 5 | 0 | -7 | 10 | 1 | 0 | -7 | 5 | -3.8
NN=C(c1ccccc1)c1ccccc1 | 12 | 5 | -8 | 0 | 5 | 0 | -1 | -4 | -1.6
CSc1cccc(CNC(=O)C2CCC(=O)N(CC3CCCCC3)C2)c1 (stereo not given) | 2 | -6 | -3 | 3 | 3 | 5 | -4 | 1 | -0.6
NC(=S)N=Nc1c(O)n(CCCl)c2ccc(Br)cc12 | 3 | -2 | -8 | 8 | -4 | 0 | -9 | 4 | -3.5
CCOc1cc([C@H]2[C@@H]3CCCC[C@]3(O)CCN2CC(=O)NCc2ccco2)ccc1O | -5 | 1 | 3 | 14 | 0 | -1 | 6 | -2 | -2.1
C=CCn1c(SCC(=O)Nc2cccc(C)c2)nnc1-c1cnccn1 | 11 | 4 | -3 | -1 | -1 | 1 | -2 | 7 | -2.2
COCc1cc(=O)n2[nH]c(SCc3ccccc3)nc2n1 | 5 | 5 | -4 | -4 | 3 | 0 | 15 | 2 | -0.2
c1ccc(CCc2nn3c(C4COc5ccccc5O4)nnc3s2)cc1 (stereo not given) | 9 | -1 | -8 | -4 | -1 | 4 | 6 | -4 | 0.2
COCCCNC(=S)Nc1ccc(C)cc1 | 1 | 2 | -3 | 9 | -1 | 4 | -12 | -1 | -3.5
CC(C)N(Cc1cn[nH]c1-c1ccc(-c2ccccc2)cc1)Cc1nccn1C | 3 | -3 | 5 | -2 | -4 | 8 | -6 | -4 | -1.3
O=S(=O)(Nc1cccc(-c2ccc(N3CCCCCC3)nn2)c1)c1cccc(F)c1 | -7 | 1 | 17 | -1 | -6 | 1 | -9 | -3 | -0.4
O=C(NC1CCCC1)C(c1ccccc1)n1c(-c2cccc3ccccc23)nc2ccccc21 (stereo not given) | nt | -18 | nt | -1 | -4 | -1 | -15 | 74* | nt
CC(=O)Nc1ccc(SCCN2CC[C@@H](O)CCC2=O)cc1 | 10 | 15 | -9 | -1 | 2 | 2 | 11 | -8 | -0.5
Cn1nnnc1SCC(=O)Nc1ccccc1Br | 2 | 2 | -3 | -3 | -3 | 1 | 1 | 0 | -0.3
c1cncc(Nc2nc(-c3cccs3)cs2)c1 | -6 | 6 | 0 | -1 | 0 | 1 | -6 | 3 | -4.2
Cc1ccc(-n2nnnc2SC(C)C(=O)Nc2ccccc2-c2ccccc2)cc1 (stereo not given) | 3 | 0 | -5 | 3 | -1 | -1 | -7 | 2 | 3.8
O=[N+]([O-])c1ccc(Cl)c(CN2CCSCC2)c1 | 3 | 2 | -3 | -1 | -3 | -1 | 1 | -4 | 1.1
O=C(O)C1CC(=O)N(c2ccc(OCc3ccc(Cl)cc3Cl)cc2)C1 (stereo not given) | 3 | -5 | 0 | -6 | 0 | 2 | -2 | -5 | 4.3
O=P(/C(=N/O)Sc1ccccc1)(N1CCOCC1)N1CCOCC1 | 2 | -1 | 0 | -2 | 3 | 0 | 11 | -7 | -3.4
CN(C)CCNc1nc2c(c(=O)[nH]c(=O)n2C)n1CCCc1ccccc1 | -6 | -1 | 14 | -2 | 0 | 1 | 1 | -4 | 1.6
COCc1c(Br)c(C)nc(OCC(=O)N/N=C/c2cc(C)n(-c3ccc([N+](=O)[O-])cc3)c2C)c1C#N | 6 | -9 | -6 | -1 | -2 | 2 | 1 | -4 | 1.7
COCc1cc(=O)[nH]c2cc(NC(=O)C(F)(F)F)c(C)cc12 | 11 | 8 | -8 | -7 | -1 | 1 | -4 | 1 | -0.2
CC(C)OC(=O)c1nn2c(C(F)(F)F)cc(-c3ccc(Br)o3)nc2c1Br | -4 | 0 | 13 | 1 | 2 | 0 | 0 | 4 | 9.0
COc1cccc(CNC(=O)c2ccc(NC(=O)C3CCCO3)cc2)c1 (stereo not given) | 9 | -1 | -3 | 1 | -2 | 0 | 10 | 7 | -1.4
CCc1cccc2c(C(=O)CSc3nncn3-c3ccccc3OC)c[nH]c12 | 13 | -11 | -7 | 12 | -1 | 4 | 16 | 11 | -0.2
O=S(=O)(Nc1nc2ccccc2nc1NCc1ccco1)c1ccc(Cl)cc1 | -1 | -9 | -1 | 2 | 2 | 7 | -9 | 2 | 2.0
O=C(CCC1N=C2c3ccccc3N=C(SCc3ccc(F)cc3)N2C1=O)NCc1ccco1 (stereo not given) | 6 | -3 | -10 | -2 | 1 | 6 | -4 | -2 | -0.6
CC(C)(C)OC(=O)N1CCC(C(=O)Nc2cccc(C(=O)N3CCOCC3)c2)CC1 | 4 | -2 | 0 | 14 | -3 | 3 | 4 | 4 | -0.5
COc1ccccc1CNC(=O)C1CCN(c2ncnc3c2nc2n3CCCCC2)CC1 | 10 | 6 | -7 | 3 | -2 | 1 | 4 | -7 | -2.4
COc1ccc(CCN(C)C(=O)c2c(C)nn(CC(C)C)c2Cl)cc1OC | 5 | 7 | -4 | -14 | -5 | 1 | 11 | -6 | 0.3
COc1ccc(F)cc1C(=O)C1CCCN(Cc2ccc(Oc3ncccn3)cc2)C1 (stereo not given) | -6 | 6 | -2 | -13 | -5 | 3 | -4 | -1 | -3.5
CC(=O)c1ccc(S(=O)(=O)Nc2cccc(-c3cn4c(n3)SCC4)c2)cc1 | 0 | -10 | 2 | 5 | 1 | 7 | -6 | -8 | -2.8
Cc1cc(Br)ccc1NC(=O)CNC(=O)CN(C)C1CCS(=O)(=O)C1 (stereo not given) | 5 | 3 | -6 | -2 | -1 | 0 | -1 | -6 | -0.4
CC1(C(=O)OCC(=O)NNC(=O)COc2ccc(Cl)cc2)CC1(Cl)Cl (stereo not given) | 1 | -5 | 0 | 3 | 1 | 2 | -3 | 9 | -2.3

Next section.
SMILES | CHRM1 PAM | CHRM5 PAM | CHRM1 antagonist | M5 antag | M5 ag | CHRM4 agonist | CHRM4 PAM | CHRM4 antagonist | CRFBP-R2 agonist
CS(=O)(=O)N(Cc1ccc(Cl)cc1)c1ccc(C(=O)NCCC2=CCCCC2)cc1 | 1 | 0 | 2 | -3 | 2 | 0 | -1 | 6 | 5.3
O=C(COc1ccccc1)NNc1nc2c(F)cc(F)cc2s1 | 4 | 5 | -10 | 4 | -3 | 1 | -4 | -2 | 0.4
COc1ccc(NC(=O)c2cccc(C#N)c2)cc1NS(=O)(=O)c1ccc(F)cc1 | 3 | -5 | -1 | 3 | 0 | 5 | -6 | 0 | -0.2
CC1(C(=O)NS(=O)(=O)c2ccc(F)cc2F)CCN1C(=O)Cc1ccc(-c2ccccc2)cc1 (stereo not given) | 3 | -4 | -6 | 1 | -1 | 1 | 3 | -4 | nt
Cc1ccc(C(C)NC(=O)C23CC4CC(CC(C4)C2)C3)cc1 (stereo not given) | 5 | 13 | -3 | 5 | 2 | 0 | 9 | -6 | -8.6
O=c1[nH]cnc2cc(-c3ccccc3)sc12 | 3 | -8 | 4 | 4 | -1 | 4 | -2 | -6 | 0.1
CCOC(=O)N1CCN(C(=O)c2cnn3c(C(F)F)cc(-c4ccc(C)cc4)nc23)CC1 | 5 | 2 | -17 | -3 | -3 | -1 | 9 | 6 | -4.1
COc1ccc(Nc2nc(N)nc(SCc3nnc(C)s3)n2)cc1 | 8 | -2 | -7 | 0 | -2 | 1 | -4 | 4 | -1.2
CCCCn1c(N)c(N(CC(C)C)C(=O)CC(NC(=O)c2ccccc2Cl)c2ccccc2)c(=O)[nH]c1=O (stereo not given) | 8 | 8 | -18 | -5 | -1 | -1 | 3 | -2 | 0.5
